High-throughput results from PubChem BioAssay.
miR122 inh – miR-122 inhibition in Huh7 cells; Huh7 miR-122 Renilla luciferase sensor, 48 h; neutral wells = 0, positive control = 100; activation (reporter increase), % at 12.5 µM; actives 0.3% (n = 340,000); AID 602342;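 active = mean replicate activation score at least 90 and every replicate individually at or above 90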;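 also: higher luciferase means less miR-122 activity so hits act as miR-122 inhibitors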
PglD inh – PglD (C. jejuni) enzyme inhibition; purified PglD enzyme, DTNB colorimetric CoA detection; inhibition, % at 12.5 µM; actives 0.098% (n = 360,000); in the data active = inhibition above about 16%, passing the limit was not always enough; also: strong numbers were not always called active
ERAP1 HTS inh – ERAP1 (human) enzyme inhibition. inhibition, % at 10.7 µM. actives 0.15% (n = 340,000). AID 652197. recombinant ERAP1, Leu-AMC fluorescence, 60 min. Q9NZ08;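 active = mean replicate inhibition of at least 30%, or all replicates individually reaching that 30% level; inactive = mean below 30% and not every replicate reaching it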;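 also: 0% = neutral control wells and 100% = L-leucinethiol positive control wells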
PGC1a acetyl inh – PGC1a acetylation modulation, inhibitor mode. U2OS PGC1a acetylation, AlphaScreen anti-acetyl-lysine; with virally co-expressed GCN5 acetyltransferase. inhibition, % at 15.6 µM. actives 0.17% (n = 350,000). AID 651687;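 active = every replicate shows inhibition of at least 40%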;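 also: 0% = neutral control wells and 100% = positive control wells; some results beyond the cut were filed as inactive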
E-selectin induc – E-selectin induction on HUVECs; actives 0.37% (n = 260,000); activation, % at 7.58 µM; HUVEC E-selectin immunofluorescence imaging; normalized: neutral wells 0, TNF-alpha wells 100; P16581; AID 686992;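 active = mean E-selectin-positive cell signal at least 10% of the positive control, reached in at least 60% of replicates, without over 20% cell loss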;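 also: in these data hits start at about 27%; measured in HUVEC primary endothelial cells; signal is the percent of cells scored E-selectin positive by PE staining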
Target sequence (P16581 whole entry, looked up): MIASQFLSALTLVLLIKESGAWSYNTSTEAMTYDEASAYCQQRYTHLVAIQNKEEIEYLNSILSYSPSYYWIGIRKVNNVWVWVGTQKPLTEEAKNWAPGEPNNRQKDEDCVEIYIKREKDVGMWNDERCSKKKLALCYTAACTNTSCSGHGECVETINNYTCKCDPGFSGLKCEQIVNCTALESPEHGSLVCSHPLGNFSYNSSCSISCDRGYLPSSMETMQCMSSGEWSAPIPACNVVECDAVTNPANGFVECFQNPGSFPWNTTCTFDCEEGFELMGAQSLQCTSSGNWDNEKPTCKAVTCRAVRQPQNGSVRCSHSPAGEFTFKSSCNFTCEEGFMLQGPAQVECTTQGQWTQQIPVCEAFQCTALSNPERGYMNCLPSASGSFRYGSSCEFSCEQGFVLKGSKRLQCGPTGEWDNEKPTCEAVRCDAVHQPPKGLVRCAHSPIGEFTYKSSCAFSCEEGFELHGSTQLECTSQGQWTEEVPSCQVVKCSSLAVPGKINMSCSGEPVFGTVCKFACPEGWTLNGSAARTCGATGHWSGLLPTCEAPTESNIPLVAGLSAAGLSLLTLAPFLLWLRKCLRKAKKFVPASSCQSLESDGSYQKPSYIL
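Test system – human umbilical vein endothelial cells (HUVEC), E-selectin induction · Input – 3,000 HUVEC seeded per well · Buffer or medium – EGM-2, gelatin · Compound dosing – single-point compound dose · Detection – immunofluorescence imaging · Measure – percent E-selectin-positive cells · Controls – TNF-alpha high, DMSO low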
RAD52 anneal inh – RAD52 (human) annealing inhibition. AID 651710. recombinant RAD52 DNA annealing, FRET fluorescence. P43351. inhibition, % at 18.7 µM. actives 0.46% (n = 360,000);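 active = every replicate showing at least 50% inhibition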
Target sequence (P43351 whole entry, looked up): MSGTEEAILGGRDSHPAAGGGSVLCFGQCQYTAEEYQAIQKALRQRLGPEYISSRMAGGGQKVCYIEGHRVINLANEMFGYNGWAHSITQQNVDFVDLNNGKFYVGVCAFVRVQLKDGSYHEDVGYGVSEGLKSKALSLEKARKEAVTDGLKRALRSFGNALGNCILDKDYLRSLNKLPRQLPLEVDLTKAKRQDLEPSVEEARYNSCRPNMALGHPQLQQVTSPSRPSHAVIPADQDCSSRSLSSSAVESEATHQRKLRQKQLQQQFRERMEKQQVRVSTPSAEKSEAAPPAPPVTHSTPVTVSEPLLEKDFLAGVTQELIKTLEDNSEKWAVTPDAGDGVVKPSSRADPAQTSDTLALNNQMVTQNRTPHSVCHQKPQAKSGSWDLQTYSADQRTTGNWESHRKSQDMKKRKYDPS
RAD54 branch – inhibitors of human RAD54 branch migration. RAD54 Holliday junction branch migration, FAM/BHQ fluorescence. AID 602329. inhibition, % at 10.4 µM. actives 0.14% (n = 360,000). Q92698;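 active = mean normalized replicate activity at least 40 and at least half of replicates scoring 40 or more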;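 also: 0% = median of neutral control wells and 100% = median of positive control wells; inhibitors cause a drop in the FAM fluorescence signal; in these data hits start at about 50%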
Cneo AK release – Cryptococcus neoformans lysis via adenylate kinase release | lysis activity, % at 15 µM | C. neoformans lysis, adenylate kinase release luminescence, 4 h; normalised: neutral wells 0, clomiphene wells 100 | actives 0.2% (n = 360,000);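 active = mean lysis activity across replicates of at least 80%, whatever share of replicates individually reach that level; inactive = mean lysis activity below 80%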
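Assay system: Cryptococcus neoformans yeast cells / Dosing: single-point compound dose / Timing: 4 h at 37 °C static, read 1 h later / Measured by: luminescence of released adenylate kinase using an AK detection reagent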
Starred values were filed as active, the others as inactive; · = no result given; [ ] = remark or other dose.

| entry | mol | miR122 inh | PglD inh | ERAP1 HTS inh | PGC1a acetyl inh | E-selectin induc | RAD52 anneal inh | RAD54 branch | Cneo AK release |
| --- | --- | --- | --- | --- | --- | --- | --- | --- | --- |
| 1 | CS(=O)(=O)N(CCCC(=O)N1CCCCCC1)c1cccc(Cl)c1 | 4.0 | 5.2 | 1.9 | -5.1 | 0.2 | -5.3 | -6.5 | -3.3 |
| 2 | O=C(NCCCn1ccnc1)/C(=C/c1ccco1)NC(=O)c1ccccc1 | 0.1 | 3.1 | · | 17.2 | 0.1 | · | 5.7 | 6.6 |
| 3 | CCOC(=O)C1CCCN(C(=O)c2cccc([N+](=O)[O-])c2C)C1 (stereo not given) | · | · | -0.9 | 1.8 | 2.5 | -3.2 | · | · |
| 4 | COc1ccc(-n2c(-c3ccc(Cl)cc3)c[n+]3c2CCCCC3)cc1 | · | -3.7 | · | -3.9 | 0.1 | -4.7 | 4.7 | 2.8 |
| 5 | C[C@@H]1CCCCO[C@@H](CN(C)C)[C@H](C)CN([C@H](C)CO)C(=O)c2cc(NC(=O)c3ccncc3)ccc2O1 | 4.6[16.7 µM] | -3.7 | 0.2 | 3.3 | 1.2 | -12.3 | 1.6 | -0.5 |
| 6 | Cc1ccc(S(=O)(=O)Nc2ccc3c(c2)C(=O)N([C@@H](C)CO)C[C@@H](C)[C@@H](CN(C)S(=O)(=O)c2ccc(C)cc2)O3)cc1 | 24.0[16.7 µM] | 5.1 | 1.4 | 3.7 | -0.1 | 15.0 | -9.7 | 5.5 |
| 7 | O=C(N/N=C/c1ccc(F)cc1)c1sccc1OCc1ccc(F)cc1 | -1.5 | 2.2 | · | -1.4 | · | · | 0.6 | 0.0 |
| 8 | C[C@@H]1CN([C@H](C)CO)C(=O)c2cc(NC(=O)C3CC3)ccc2O[C@H]1CN(C)Cc1ccncc1 | -0.1[16.7 µM] | -1.2 | -44.4 | -5.5 | -0.3 | 7.7 | -15.0 | -0.2 |
| 9 | CN(C(=O)c1ccc(F)c(S(=O)(=O)N2CCOCC2)c1)C1CCCCC1 | · | -5.0 | -2.4 | -3.8 | · | -11.7 | -1.8 | -0.7 |
| 10 | CCN(CC)C(=O)c1sc2nc(-c3cccs3)cc(-c3ccc(Cl)cc3)c2c1N | -6.8 | -0.2 | · | 0.1 | · | · | 6.1 | 0.0 |
| 11 | CC1CCCCN1C(=O)Cn1cc(C(=O)c2ccco2)c2ccccc21 (stereo not given) | 44.9 | -8.4 | · | -10.3 | · | · | -7.7 | 0.3 |
| 12 | COc1ccc(C(=O)NCc2cc3ccccc3n2C)cc1 | · | -4.2 | -1.6 | · | · | -18.9 | -14.9 | -0.7 |
| 13 | CCCC12CN(C(=O)c3ccco3)CC(CCC)(CN(C(=O)c3ccco3)C1)C2=O | -6.1 | 3.0 | 3.8 | 13.0 | · | -15.1 | -9.1 | -1.6 |
| 14 | C#CCOCCOCCOCCNc1nc(N2CCN(C(=O)CCCCCCCCCCNC(=O)[C@H](CO)n3cc(CCCSC)nn3)CC2)nc(N2CCN(C(=O)CCCCCCCCCCNC(=O)[C@H](CO)n3cc(CCCSC)nn3)CC2)n1 | · | -2.2 | -4.5 | · | -0.1 | -14.2 | 4.0 | -1.6 |
| 15 | O=C(CN1C(=O)C2C3C=CC(C3)C2C1=O)NCC1COc2ccccc2O1 (stereo not given) | 0.8 | 1.9 | · | -4.3 | · | · | -4.8 | -0.3 |
| 16 | CCN(CC)S(=O)(=O)c1ccc(Cl)c(NC(=O)CCCCl)c1 | 3.7 | · | -1.9 | 4.2 | 5.3 | -7.9 | · | · |
| 17 | COc1ccccc1-c1nnc(SCC(=O)Nc2cccnc2Cl)n1C | · | -2.3 | -2.5 | · | -2.3 | -4.2 | -1.8 | 3.1 |
| 18 | COc1cc(OC)cc(C(=O)N=c2sc3ccccc3n2C)c1 | · | · | 1.2 | -2.4 | 6.4 | -0.5 | · | · |
| 19 | CCOc1ccc2nc(N3C(=O)C(O)=C(C(=O)c4ccco4)C3c3ccco3)sc2c1 (stereo not given) | · | · | -1.3 | -13.8 | -0.5 | -3.7 | · | · |
| 20 | COc1ccc(CN(C(=O)c2snc(C(N)=O)c2N)C(C(=O)NC2CCCC2)c2ccco2)cc1 (stereo not given) | · | -8.6 | -2.5 | · | · | -16.4 | 12.0 | -2.4 |
| 21 | C[C@@H]1CN([C@H](C)CO)C(=O)Cc2cc(NC(=O)NC3CCCCC3)ccc2O[C@@H]1CN(C)Cc1ccccc1 | 35.1[16.7 µM] | 3.2 | -0.4 | · | 0.2 | -4.7 | 1.9 | 91.6* |
| 22 | COc1ccc(NC(=O)N2CCCCN3[C@@H](CO)[C@@H](c4ccc(-c5ccccc5C)cc4)[C@@H]3C2)cc1 | -8.6[16.7 µM] | 11.3 | 0.4 | -29.5 | -0.1 | 22.0 | -3.8 | 0.6 |
| 23 | CCCOc1cccc(C(=O)NC(=S)Nc2ccccc2)c1 | -0.2 | 6.2 | -2.0 | 0.7 | 0.2 | -10.0 | -5.5 | -0.7 |
| 24 | CCCNC(=O)C1(CC2CC(c3ccccc3)=NO2)CCN(C(=O)OC(C)(C)C)CC1 (stereo not given) | · | 8.8 | 1.5 | · | 0.1 | -3.0 | -7.3 | 0.6 |
| 25 | Cn1c(=O)c2cc(NC(=O)NCCc3ccccc3)ccc2n1Cc1cccc(C(F)(F)F)c1 | 26.7 | -3.6 | -2.1 | 8.6 | · | -4.3 | -1.6 | -0.4 |

(listing goes on)
| entry | mol | miR122 inh | PglD inh | ERAP1 HTS inh | PGC1a acetyl inh | E-selectin induc | RAD52 anneal inh | RAD54 branch | Cneo AK release |
| --- | --- | --- | --- | --- | --- | --- | --- | --- | --- |
| 26 | CCOc1ccccc1C(=O)Nc1cccc2cccnc12 | 5.8 | -1.4 | -2.1 | 6.4 | · | -23.6 | 4.8 | 0.6 |
| 27 | Cc1ccc(S(=O)(=O)N[C@@H](CC(C)C)C(=O)N2CCC(C(=O)N[C@H](C(=O)O)C(C)C)CC2)cc1 | -22.4 | -4.5 | · | 8.7 | · | -2.7 | -6.3 | 1.8 |
| 28 | C[C@H]1CN([C@@H](C)CO)C(=O)c2cccc(NC(=O)c3nc4ccccc4s3)c2O[C@H]1CN(C)Cc1ccc(Cl)c(Cl)c1 | 39.4[16.7 µM] | 1.5 | 2.8 | 1.4 | -7.7 | -27.3 | 1.2 | 0.4 |
| 29 | CCC(Sc1nc2ccsc2c(=O)n1Cc1ccc(C(=O)O)cc1)C(=O)Nc1ccc(Cl)cc1 (stereo not given) | 0.4 | 4.1 | -42.4 | 13.0 | -0.2 | -10.9 | -1.4 | -1.5 |
| 30 | O=C(OCCOc1cccc(Cl)c1)c1ccc(F)c(S(=O)(=O)N2CCOCC2)c1 | 0.6 | -6.8 | 3.0 | -11.2 | · | -1.7 | 4.7 | 3.3 |
| 31 | O=C(Nc1ccnn1C1CCN(Cc2ccccc2)CC1)C1CCOC1 (stereo not given) | 0.1 | -0.6 | -1.9 | · | 0.2 | -12.3 | -8.3 | 1.5 |
| 32 | CCOC(=O)c1cc2n(c1N)-c1ccccc1C2=O | 12.3 | 2.0 | · | -0.3 | · | · | -13.1 | 0.1 |
| 33 | CN(CC(=O)Nc1ccccc1Cl)C(=O)c1cccc(S(=O)(=O)N2CCN(Cc3ccccc3)CC2)c1 | · | 3.8 | 3.6 | · | 0.3 | -13.2 | 12.9 | 5.0 |
| 34 | CO[C@H]1CC[C@@H]2CCOc3ccc(C#N)cc3C(=O)N(C)C[C@@H](C)C(=O)N(C)C[C@@H]1O2 | · | -6.1 | -3.6 | · | -0.2 | 6.1 | -1.7 | 4.9 |
| 35 | COc1ccccc1C(=O)N1CCN=C1SC | 5.6 | -0.9 | · | -19.0 | · | · | 11.2 | 1.1 |
| 36 | O=C(Nc1ccccc1)OCCc1ccccn1 | · | 0.0 | -2.3 | 13.9 | -0.1 | -4.9 | 2.3 | 0.0 |
| 37 | CCN1CCN(S(=O)(=O)c2ccc(C)c([N+](=O)[O-])c2)CC1 | -1.5 | 1.5 | · | -4.8 | -0.2 | · | 1.7 | -3.7 |
| 38 | CCCCCN(C(=O)CCC(=O)OCCOc1cccc(C)c1)c1c(N)n(CCCC)c(=O)[nH]c1=O | · | 2.8 | 7.1 | -10.0 | 2.4 | -5.2 | -5.7 | 2.1 |
| 39 | C[C@@H]1CN([C@H](C)CO)C(=O)c2cc(C#Cc3ccccn3)cnc2O[C@H]1CN(C)C(=O)CCN1CCCCC1 | 2.7[16.7 µM] | 0.1 | 0.6 | 0.2 | 0.4 | -37.7 | -4.8 | 0.1 |
| 40 | CCOC(=O)c1c(-c2ccc(C)o2)csc1NC(=O)CN1CCN(CC)CC1 | · | -8.2 | · | -1.2 | · | · | -0.9 | 3.0 |
| 41 | COC(=O)c1c(C)noc1-c1cc(C)on1 | -4.1 | -5.8 | · | 2.8 | · | · | -8.6 | 5.0 |
| 42 | COc1cc(S(=O)(=O)N2CCN=C2c2ccccc2)ccc1Cl | 0.0 | 1.1 | 2.0 | 2.0 | -0.1 | 0.4 | -4.4 | 0.6 |
| 43 | Cc1cccc(NC(=O)CCC2CCN(C(=O)C3CC=CCC3)CC2)c1 (stereo not given) | -1.5 | -0.1 | 2.2 | 4.6 | -0.1 | -10.5 | -3.5 | -0.3 |
| 44 | C[C@H]1CN([C@@H](C)CO)C(=O)c2cccc(NC(=O)Nc3ccc4c(c3)OCO4)c2O[C@@H]1CN(C)S(=O)(=O)c1cccs1 | 4.8[16.7 µM] | -7.8 | -8.3 | 12.1 | 1.2 | 28.8 | 1.0 | -0.2 |
| 45 | CC1Cn2c(nnc2-c2cccc(Cl)c2)S1 (stereo not given) | · | -5.8 | · | · | -0.1 | -7.0 | 12.5 | -0.1 |
| 46 | CSc1nsc(SCC(=O)N2CCCc3ccccc32)n1 | -6.5 | 1.9 | · | 10.2 | · | · | -10.7 | -3.0 |
| 47 | COc1ccc(NC(=O)N(C)C[C@H]2Oc3ccc(NC(=O)Nc4ccc(C(F)(F)F)cc4)cc3CC(=O)N([C@@H](C)CO)C[C@H]2C)cc1 | 200.8*[16.7 µM] | -1.5 | 3.0 | -10.3 | 1.8 | -4.6 | 2.9 | -56.5 |
| 48 | Cc1ccc(C(=O)CN2C(=O)C(=O)N(Cc3ccccc3)C2=O)cc1 | · | · | -5.1 | -11.6 | -0.1 | -10.2 | · | · |
| 49 | CC1=C(C(=O)N(C)C)CC(CC(=O)NC2CC2)C(=O)N1CCC1=CCCCC1 (stereo not given) | 5.7 | -2.8 | -1.3 | 5.6 | 0.0 | -6.8 | -6.4 | -0.8 |
| 50 | COc1cc(-n2c(C)nc3cc(C(=O)NCc4ccco4)ccc32)cc(OC)c1OC | 0.8 | 1.9 | · | 0.4 | · | · | -1.4 | 4.1 |

Remaining list, next part
| entry | mol | miR122 inh | PglD inh | ERAP1 HTS inh | PGC1a acetyl inh | E-selectin induc | RAD52 anneal inh | RAD54 branch | Cneo AK release |
| --- | --- | --- | --- | --- | --- | --- | --- | --- | --- |
| 51 | CCCCCCC1CC(CSc2ncn[nH]2)OC1=O (stereo not given) | 0.1 | -2.3 | · | -16.5 | · | · | -1.7 | -0.9 |
| 52 | Cc1nc(SCC(=O)N2CCOCC2)c2c(=O)n(C)c(=O)n(C)c2n1 | -7.7 | -3.1 | 1.0 | 11.2 | 0.0 | -0.8 | -15.0 | -5.3 |
| 53 | Cc1ccccc1-c1cnc2c(c1)C(=O)N([C@@H](C)CO)C[C@H](C)[C@@H](CN(C)CC1CCCCC1)O2 | -3.6[16.7 µM] | -10.1 | -5.1 | -16.1 | -0.2 | 27.0 | 8.6 | -0.2 |
| 54 | CCN(C[C@@H]1N[C@@H](CO)[C@H]1c1ccc(-c2cccc(F)c2)cc1)C(=O)COC | 6.2[16.7 µM] | -0.8 | -4.1 | -4.2 | 0.0 | -11.3 | 2.7 | -0.1 |
